Source: PubChem BioAssay
TRPV1 agonist: activates the human vanilloid receptor TRPV1. TRPV1-expressing cells, Fluo-8 calcium influx, agonist mode. activation, % at 8.33 µM. 320,000 tested, 0.19% active. AID 540275; in the data active means activation above about 80%; inconclusive means between about 30% and that limit; further: 0% is about no effect
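Fluo-8 calcium influx in TRPV1-expressing cells, kinetic read (ex 480/em 520 nm). Compound added and read 3 min for agonist activity, followed by capsaicin at EC20 final and 2 min further read for enhancement.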
hERG WT inh: inhibitors of human wildtype KCNH2 potassium channel; Q12809; U2OS, BacMam KCNH2, thallium flux FluxOr; stronger effect = lower value; activity change, % at 1.84 µM; 340,000 tested, 0.37% active;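 active means maximum activity change below -70%; inconclusive means maximum activity change between -70% and -50%; inactive means maximum activity change above -50%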; further: on the % scale 0 is the no-effect control and ±100 the full control effect
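U2OS cells were transduced with wild-type KCNH2 virus (2.03 x 10^8 / mL) for 4 h at room temperature, then cultured overnight at 37 C. Thallium flux was read with FluxOr dye. Rate constants were normalized to DMSO controls.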
AT treatment: candidate therapy for ataxia-telangiectasia; […] A-T fibroblasts, KAP-1 phosphorylation AlphaLISA; neocarzinostatin DNA damage 30 min before lysis; Potency, µM (titrated, usually from 57.5 µM), inactives show at the highest dose activation, hits mostly activators; 320,000 tested, 0.19% active; AID 485349; further: potency means the concentration at half of the fitted maximal effect; % of control where 0% means no effect; nearly all actives have a fitted effect of over 45% in size
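hTERT-immortalized A-T patient fibroblasts ([…]), 500 cells/well in OPTI-MEM, 1% FBS, got compounds for 60 min, then NCS for 30 min at 37C. Lysates were then assayed for phospho-KAP-1 by AlphaLISA (anti-pKAP1 donor, anti-KAP1 acceptor beads), 6 hr at 25C.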
ELG1 repair inh: blocks ELG1-dependent DNA repair in HEK293T cells | HEK293T ELG1-luciferase reporter, luminescence, 16 h; DNA damage induced by 5-fluorouridine | Potency, µM (top dose mostly 46.1 µM), for the others: at the highest dose activity change, negative = inhibition, actives largely listed as inhibitors | 330,000 tested, 2.3% active; further: potency means the concentration at half of the fitted maximal effect; on the % scale 0 is the no-effect control and ±100 the full control effect; nearly all actives have a fitted effect of over 55% in size
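Reporter activity after DNA damage by 5-fluorouridine is monitored. Compound-treated cells incubate 16 hr at 37 °C, then ONE-Glo is added for 30 min before luminescence reading.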
TCR activator: activates T cell receptor signaling. primary human leukocytes, anti-CD3, IL-2 HTRF, 48 h. Potency, µM (titrated, usually from 9.22 µM), for inactives: at the highest dose activation of IL-2 secretion, most hits filed as activators. 330,000 tested, under 10 active. AID 504894; further: % of control where 0% means no effect
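Using a-CD3 beads without co-stimulation, primary human leukocytes were exposed to compounds for 48 hr. An HTRF IL-2 kit measured the cytokine, with europium-to-d2 energy transfer producing emission at 665nm upon 320nm excitation.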
USP2a block: inhibitors of human ubiquitin-specific protease USP2a. AID 463254. Potency, µM (top dose mostly 38.3 µM), for the others: at the top dose activity change, negative = inhibition, actives largely listed as inhibitors. 330,000 tested, 0.01% active. O75604. USP2 core, Ub-CHOP2 coupled fluorogenic reporter, 485/531;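 further: potency means the concentration at half of the fitted maximal effect; plate controls were DMSO wells for no effect and full inhibition by NEM control for full effect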
Target sequence (O75604 whole entry, looked up): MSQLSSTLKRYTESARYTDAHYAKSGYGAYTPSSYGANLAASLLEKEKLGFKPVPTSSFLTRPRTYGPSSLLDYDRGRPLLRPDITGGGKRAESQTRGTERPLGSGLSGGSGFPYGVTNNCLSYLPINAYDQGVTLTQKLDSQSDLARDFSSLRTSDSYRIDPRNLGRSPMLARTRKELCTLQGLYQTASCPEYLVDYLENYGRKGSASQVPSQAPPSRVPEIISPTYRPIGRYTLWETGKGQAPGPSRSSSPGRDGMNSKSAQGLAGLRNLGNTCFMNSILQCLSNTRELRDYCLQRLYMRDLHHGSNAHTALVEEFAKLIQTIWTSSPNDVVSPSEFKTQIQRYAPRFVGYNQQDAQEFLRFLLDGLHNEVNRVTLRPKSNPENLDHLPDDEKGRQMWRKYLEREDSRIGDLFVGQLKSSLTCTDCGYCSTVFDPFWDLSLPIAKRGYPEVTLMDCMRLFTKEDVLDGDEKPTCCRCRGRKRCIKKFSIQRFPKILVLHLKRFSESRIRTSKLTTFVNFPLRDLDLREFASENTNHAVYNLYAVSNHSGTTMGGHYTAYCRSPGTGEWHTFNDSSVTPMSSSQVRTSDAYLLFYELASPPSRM
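Deubiquitinase activity read as fluorescence (485/531 nm) after Ub-CHOP2 cleavage activates the enterokinase reporter on its substrate; USP2 core 10nM, Ub-CHOP2 and substrate 25nM each, 30min compound preincubation then 60min RT; data normalized to NEM, curves fitted.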
Mito fusion yeast: blocks mitochondrial division or promotes mitochondrial fusion | S. cerevisiae fusion-defective mutant growth rescue, CellTiterGlo 48 h | Potency, µM (top dose mostly 46.1 µM), inactives show at the highest dose growth rescue (activation), actives largely listed as activators | 320,000 tested, 0.23% active | AID 485298;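 further: potency means the concentration at half of the fitted maximal effect; % of control where 0% means no effect; nearly all actives have a fitted effect of over 45% in size; temperature-sensitive fusion mutants such as fzo1-1 at 37 °C on non-fermentable ethanol glycerol medium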
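Yeast fusion mutant, YPEG (non-fermentable carbon), compound, 48 h at 37C non-permissive; CellTiterGlo added, 10 min RT, luminescence read. Rescued growth = division inhibition.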
TSHR antag: human thyrotropin receptor antagonism | P16473 | TSHR-expressing cells, TSH-stimulated cAMP HTRF, 2 h; stronger effect = lower value | activity change, negative = inhibition, % at 11.5 µM | 330,000 tested, 0.2% active;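 active means activity change below a set negative limit, meaning inhibition stronger than a set level, cut at about -70% in these data; inconclusive means activity change between two set negative limits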; further: on the % scale 0 is the no-effect control and ±100 the full control effect
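Freshly harvested TSHR cells receive pin-tooled compound, then EC80 TSH at 4nM final. After 2 hours at 37 deg C, antibody in lysis buffer and cAMP-d2 are added; 30 minutes at ambient temperature precede the HTRF read.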
KCNH2 3.1 inh: KCNH2 3.1 (human) potassium channel inhibition; U2OS KCNH2 3.1, thallium flux FluxOr; stronger effect = lower value; activity change, % (tested at about 1.8 µM); 340,000 tested, 0.95% active;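 active means maximum activity change below -70%; inconclusive means maximum activity change from -70% to -50%; inactive means maximum activity change above -50%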;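 further: thallium influx rate constant from kinetic fluorescence after stimulation buffer; on the % scale 0 is the no-effect control and ±100 the full control effect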
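Normalized rate constant (relative to positive and negative DMSO controls) derived from a 2 min kinetic fluorescence read after stimulation; U2OS cells expressing the 3.1 isoform via virus at 1.77 x 10^8 /mL.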
Eya2 phos inh: inhibitors of human Eya2 phosphatase activity; recombinant Eya2, OMFP fluorescence dephosphorylation (OMFP is methylfluorescein phosphate); Potency, µM (series often up to 76.9 µM), inactives show top-dose activity, negative = inhibition, hits mostly inhibitors; 330,000 tested, 0.006% active; further: potency means the concentration at half of the fitted maximal effect; on the % scale 0 is the no-effect control and ±100 the full control effect
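Eya2 (0.2 uM) preincubated 10 min at ambient with compound, then OMFP substrate added at 50 uM; 10 min reaction in 50 mM HEPES pH 7.5, 50 mM NaCl, 5 uM MgCl2, 0.05% BSA, 1 mM DTT. Fluorescence read at Ex 485/Em 525 nm.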
The depositor's hits bear a star; u = inconclusive; x = not tested or not shown; [ ] = another dose, or the depositor's remark. Unless noted, the call rests on the fitted dose curve; in most records, active means well fitted curve in the direction sought with a large enough effect; inconclusive means small, poorly fitted or top-dose-only effect, or another doubt; inactive means no such curve, though single readings can be large; an effect the other way counts as inactive or inconclusive.

item	compound	Eya2 phos inh	TCR activator	Mito fusion yeast	TSHR antag	AT treatment	TRPV1 agonist	ELG1 repair inh	USP2a block	KCNH2 3.1 inh	hERG WT inh
1	CCCOc1ccc(/C=N/NC(=O)C2CC2)c(OCCC)c1	-12.0%	-8.9%	-19.1%	1.4	4.7%	u	-18.5%	-0.4%	-8.3	0.4
2	CSCCC(NC(=O)c1occc1C)C(=O)O (configuration not stated)	6.3%	-4.5%	5.2%	7.9	0.2%	0.3	3.4%	2.8%	-13.9	10.7
3	COC(=O)COc1ccc(C)cc1-n1nc2ccccc2n1	2.2%	4.8%	11.3%	-4.1	5.8%[11.5 µM]	u	7.0%	-0.7%	8.7	-9.0
4	Cc1ncc([N+](=O)[O-])n1CC(=O)Nc1ccc2c(c1)OCO2	-1.6%	-7.0%	3.8%	-11.0	-1.3%	-0.4	-0.7%	1.1%	-2.4	0.6
5	Cc1cc(N2C(=O)C(O)=C(C(=O)c3cc4ccccc4o3)C2c2cccc(Br)c2)no1 (configuration not stated)	11.9%	10.4%	9.6%	-22.3	-16.2%	2.3	-3.2%	0.7%	-4.9	21.0
6	N#C/C(=C\c1cccnc1)c1ccccc1[N+](=O)[O-]	13.3%	3.2%	2.6%	10.7	7.9%	2.2	-18.1%	0.4%	-8.3	-15.4
7	CCC(C)NCCOc1ccc(Br)cc1 (configuration not stated)	-21.2%	-2.9%	-8.1%	0.4	-0.3%	0.3	-5.7%	1.1%	5.0	-14.3
8	Cc1cccc(-n2c(C)c(C)c3c(N)ncnc32)c1	6.9%	-3.7%	-2.5%	-0.9	6.5%	0.7	10.1%	-2.0%	-16.7	-12.1
9	Cc1nc([N+](=O)[O-])cn1CC(O)c1ccc(Cl)cc1 (configuration not stated)	5.8%	9.8%	2.9%	4.7	6.9%	-0.2	-0.5%	1.2%	-12.9	-10.5
10	O=C(OCc1ccc(Cl)cc1)c1cccnc1Cl	-11.9%	3.5%	5.2%	-8.1	-6.3%	26.2	-4.6%	-0.6%	4.5	-6.8
11	CCOc1ncccc1C(=O)OCC(=O)Nc1cc(C(=O)OC)ccc1C(=O)OC	12.4%	x	-1.1%	6.1	4.0%	-1.2	2.6%	0.5%	x	x
12	O=C(NN1C(=O)c2ccc(-c3ccc4c(c3)C(=O)N(NC(=O)c3cccnc3)C4=O)cc2C1=O)c1cccnc1	-1.0%	1.7%	-1.1%	-2.7	-0.7%	-3.3	-13.3%	-6.4%	-4.5	6.9
13	Cc1ccc(NC(=O)c2ccc(S(=O)(=O)N3CCOCC3)cc2)cc1	19.8%	-1.5%	-3.6%	-2.2	3.8%	u	u	0.7%	-1.4	18.9
14	Cc1cc(OC(C)C(=O)N2CCN(c3ccc(F)cc3)CC2)c2c(C)cc(=O)oc2c1 (configuration not stated)	-11.6%	3.2%	24.3%	1.8	4.9%	0.7	2.0%	-1.2%	-7.4	-5.7
15	C#CCOc1ccc(Cl)cc1/C=N/O	13.5%	9.2%	3.8%	7.7	4.2%	14.9	-11.7%	0.9%	-16.2	-4.3
16	CC(=O)N1CCc2cc(Br)cc(S(=O)(=O)NCCN3CCCCC3C)c21 (configuration not stated)	3.8%	-1.0%	-4.2%	0.0	-1.4%	-0.3	-0.7%	-0.4%	7.8	4.1
17	Cc1cccc(Oc2ccccc2NC(=O)CSCC(=O)Nc2cc(C)on2)c1	-20.2%	-2.1%	10.4%	-32.3	6.6%	11.4	u	-1.0%	-1.9	19.6
18	Cc1ccccc1CCN1CCCC(CN(C)C(=O)C(=O)c2ccco2)C1 (configuration not stated)	-2.6%	-1.8%	-1.2%	-5.3	1.5%	-0.5	20.7%	-0.1%	-89.7*	-1.7
19	Cc1cccc(-c2cc3nc(C)cc(N4CC(C)CC(C)C4)n3n2)c1 (configuration not stated)	2.8%	0.0%[46.1 µM]	0.6%	82.9	1.3%	1.6	u	1.8%	-120.0*	-2.3
20	COc1ccc(-c2c(C)cc3oc(=O)cc(-c4ccccc4)c3c2C)cc1C=O	-6.6%	0.3%[46.1 µM]	x	-4.1	1.2%	x	25.9µM*	1.5%	-19.5	3.8
21	CS(=O)(=O)Nc1ccc2c(c1)C(=O)OC2	24.8%	4.3%	0.6%	4.7	-0.4%	-1.9	-1.9%	3.5%	-26.2	0.0
22	N/C(=N\OC(=O)Cc1ccc(-c2ccccc2)cc1)c1ccccn1	-4.4%	-3.6%[46.1 µM]	17.7%	-0.9	x	-1.4	u	3.0%	-4.5	-5.7
23	Cc1ccc(NC(=O)c2cccc(NC(=O)CCC(=O)O)c2)cc1C	3.0%	1.1%	5.1%	1.7	1.8%	-1.6	-4.3%	11.6%	5.0	2.2
24	CC1CCN(CCCNC(=O)CCNC(=O)Cn2cnc3ccccc3c2=O)CC1	11.7%	4.1%	4.5%	3.6	2.0%	0.4	0.2%	0.0%	7.8	-1.3
25	CCCC1=C([O-])C2N=CC=CC2=[N+](c2ccccn2)C1=O (configuration not stated)	-2.4%	-4.0%[46.1 µM]	-2.0%	7.2	7.7%	-0.8	4.6%	0.9%	7.4	10.4
26	CC(C)(C)N(Cc1ccccc1)C(=O)c1cccs1	11.6%	x	2.7%	-6.0	15.5%	2.5	-11.6%	0.5%	-3.3	-0.5
27	Cc1oc(C(N)=O)nc1-c1ccccc1	-3.1%	-4.8%	1.5%	-2.5	-5.6%	-0.5	2.0%	7.5%	10.3	-8.1
28	COc1cccc(Oc2ccc(C(F)(F)F)cc2N)c1	-10.3%	8.9%	-2.0%	-14.2	6.8%	22.1	u	-4.0%	6.3	-8.0
29	CCOC(=O)c1ccc(NC(=O)NC2CC3CCC(C2)N3)cc1 (configuration not stated)	-7.8%	14.5%	-9.8%	12.9	-7.9%	1.3	-13.0%	10.5%	-4.0	10.4
30	O=C(CSc1nc2ccccc2nc1N1CCCC1)Nc1ccc(F)cc1	-8.7%	-2.5%	0.2%	11.1	-4.5%	u	1.3%	0.7%	1.8	24.4
31	CCCCNc1c([N+](=O)[O-])cc(C)cc1[N+](=O)[O-]	-7.7%	x	3.3%	0.2	-3.7%	x	5.7%	0.6%	-1.9	-12.3
32	N#Cc1ccc(C(=O)Nc2nnc(-c3cccs3)o2)cc1	-7.9%	-2.3%	4.6%	-5.1	0.0%	-3.0	u	0.5%	-8.6	-5.5
33	O=C(CCc1nc2ccccc2c(=O)[nH]1)Nc1ccc(F)cc1	3.8%	-1.1%[46.1 µM]	-3.1%	-1.1	-3.2%	-3.1	u	1.2%	-5.0	-3.1
34	CC(=O)Nc1ccc(CN2CCCC(CO)(Cc3cccc(Cl)c3)C2)cc1 (configuration not stated)	-2.6%	-0.8%	-2.0%	8.4	-3.4%	9.1	u	-0.4%	12.8	18.4
35	O=C1CCC(CCC(=O)N2CCCC(C(=O)c3ccc(Cl)cc3)C2)=NN1 (configuration not stated)	-8.7%	1.7%	-6.4%	4.1	3.6%	-1.8	6.1%	2.7%	1.1	3.6
36	CCCCn1c(N)c(N(CC)C(=O)c2cc(CC)c(C)s2)c(=O)[nH]c1=O	-20.0%	1.9%	3.3%	2.4	1.5%	2.2	11.7%	-1.5%	3.3	2.7
37	COc1ccc(C2=Nn3c(nnc3-c3ccncc3)SC2)cc1	16.6%	-3.3%	-1.9%	-10.8	0.0%	20.9	2.31µM*	1.7%	-5.2	-12.7
38	Cn1c(SCC(=O)c2ccccc2)nc2cccnc21	-0.1%	5.0%	-2.4%	-0.7	5.8%	-11.9	11.8%	1.0%	-8.0	3.7
39	C=CCOC(=O)C1=C(C)NC(=S)NC1c1cccs1 (configuration not stated)	-3.8%	2.3%[46.1 µM]	-2.3%	1.0	2.0%	0.5	0.9%	-1.7%	9.9	-4.5
40	COc1cc(/C=C2\SC(=N)N(c3ccc(F)cc3)C2=O)ccc1O	u	-1.3%	-10.5%	-12.5	-4.2%	2.3	u	3.6%	-2.9	-6.1
41	Cc1c(C)n(CCCN(C)C)c2ncnc(NC3CCCCC3)c12	-1.5%	-1.2%	u	0.5	1.1%	2.9	13.3%	1.0%	4.2	-5.4
42	COc1ccc(S(=O)(=O)N2CCOCC2)cc1NC(=O)CSc1nnc(NC2CC2)s1	-2.1%	2.6%[46.1 µM]	x	15.1	-5.3%	x	12.9%	0.5%	-18.9	-0.9
43	O=C(NCC1CCCCC1)C1(CC2CC(c3ccc(Cl)cc3)=NO2)CCNCC1 (configuration not stated)	-12.4%	12.4%	-3.7%	-6.2	1.7%	3.0	29.9%	0.4%	-30.5	0.4
44	CCOc1ccc(CN2CCNC(=O)C2CC(=O)NC2CCCCCC2)cc1 (configuration not stated)	-9.9%	1.3%	0.8%	0.5	10.4%	-1.8	-0.5%	0.0%	-1.4	1.9

This is a subset; the hit share may differ from the screen's.
